# BoNT-A LC inh2 – blocks Botulinum neurotoxin A light chain protease | multiplex microsphere protease substrate cleavage, flow cytometry | inhibition, % at 10 µM | actives 0.17% (n = 360,000); further: plate controls were buffer without enzyme for full effect and enzyme alone for no effect
# Yp Topo-I inh – inhibitors of Yersinia pestis topoisomerase I. Y. pestis Topo-I cleavage product accumulation, plate reader. activity, % at 10 µM. actives 0.064% (n = 360,000). AID 504884; in the data active means activity above about 50%, passing the limit was not always enough; inconclusive means no clear call, values can overlap the other calls; further: inactives centre near 2
# TcdB inh – blocks C. difficile toxin B glycohydrolase activity; P18177; TcdB glycohydrolase enzymatic assay, plate reader; inhibition, % at 9.99 µM; actives 0.24% (n = 350,000); AID 652162; in the data active means inhibition above about 10%
# Anthrax LF prot – inhibitors of Bacillus anthracis lethal factor protease. P15917. multiplex microsphere protease cleavage assay, LF. inhibition, % at 10 µM. actives 0.12% (n = 360,000). AID 588501; further: plate controls were buffer without enzyme for full effect and enzyme alone for no effect
# Target sequence (P15917 whole entry, looked up): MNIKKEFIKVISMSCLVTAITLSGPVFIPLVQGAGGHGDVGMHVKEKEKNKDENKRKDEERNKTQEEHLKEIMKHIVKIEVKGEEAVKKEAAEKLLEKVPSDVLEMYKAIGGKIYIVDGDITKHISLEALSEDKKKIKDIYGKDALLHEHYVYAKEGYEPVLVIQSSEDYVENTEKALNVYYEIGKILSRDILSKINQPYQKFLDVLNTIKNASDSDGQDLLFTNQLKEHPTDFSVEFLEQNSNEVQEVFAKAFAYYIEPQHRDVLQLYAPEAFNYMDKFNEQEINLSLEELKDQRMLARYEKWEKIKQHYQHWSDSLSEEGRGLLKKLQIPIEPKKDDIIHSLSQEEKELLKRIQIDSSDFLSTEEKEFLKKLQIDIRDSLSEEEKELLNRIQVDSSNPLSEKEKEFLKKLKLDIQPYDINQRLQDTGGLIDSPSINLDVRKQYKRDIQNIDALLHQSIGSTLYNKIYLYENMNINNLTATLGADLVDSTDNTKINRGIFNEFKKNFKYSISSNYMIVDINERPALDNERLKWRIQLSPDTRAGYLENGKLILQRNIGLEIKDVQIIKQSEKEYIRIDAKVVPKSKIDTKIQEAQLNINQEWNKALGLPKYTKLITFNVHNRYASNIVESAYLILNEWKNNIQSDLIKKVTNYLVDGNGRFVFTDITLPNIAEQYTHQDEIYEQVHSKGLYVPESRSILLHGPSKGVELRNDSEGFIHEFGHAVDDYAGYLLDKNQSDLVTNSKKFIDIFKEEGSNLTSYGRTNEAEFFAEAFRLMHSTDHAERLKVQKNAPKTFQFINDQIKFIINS
# BH1578 lux ind – quorum light induction in luxS cqsA deficient V. cholerae; V. cholerae BH1578 lux reporter, luminescence, 6 h; activation, % at 18.7 µM; actives 0.16% (n = 350,000); in the data active means activation mostly above about 9.7%, no sharp cut-off; inconclusive means no clear call, values can overlap the other calls; inactive means mostly below about 3.7%; further: not every result past the cut was called active; inactives centre near 0; reference of the scale not given here
# PrPC surface inh – inhibitors of human cell surface prion protein PrPC | AID 720596 | inhibition, % at 13.8 µM | P04156 | actives 0.43% (n = 370,000) | TR-FRET read-out; in the data active means inhibition above about 24%; further: 0% = median of the test wells and 100% = reference compound wells
# SSB-PriA inh – K. pneumoniae PriA-SSBct interaction inhibition; actives 0.6% (n = 430,000); inhibition, % at 33 µM; AlphaScreen SSBct-PriA binding, biotinylated peptide; in the data active means inhibition mostly above about 37%, no sharp cut-off; inactive means mostly below about 20%;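 further: plate controls were negative control peptide for no effect and reference peptide for full effect; strong numbers were not always called active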
# PfHsp40 yeast – compounds rescuing yeast from Plasmodium falciparum HSP40 toxicity; S. cerevisiae expressing PfHsp40, growth rescue, ATP luminescence; AID 504582; growth rescue, % at 12.5 µM; actives 0.68% (n = 340,000); in the data active means growth rescue above about 28%, passing the limit was not always enough; inconclusive means no clear call, values can overlap the other calls;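 further: yeast W303a lacking pdr1 and pdr3 grown in galactose medium; growth measured after three days at 30 °C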
# 3CLpro inhibitor – SARS-CoV 3CLpro protease inhibition; P0C6X7; recombinant SARS-CoV 3CLpro, quenched FRET peptide cleavage; inhibition, % at 6 µM; actives 0.14% (n = 290,000); AID 1706; in the data active means inhibition above about 12%
# * hit, by the source's call; i = inactive; ? = inconclusive; . = no result given. Unless noted, no stated cut-off is given here; in the data, active means inhibition above about 30%; inconclusive means no clear call, values can overlap the other calls; inactive means below that.
nr	Compound	BoNT-A LC inh2	Yp Topo-I inh	TcdB inh	Anthrax LF prot	BH1578 lux ind	PrPC surface inh	SSB-PriA inh	PfHsp40 yeast	3CLpro inhibitor
1	O=S(=O)(NCCOCC(F)(F)F)c1ccc2oc3ccccc3c2c1	0.1	13	.	-2	6.7	2	-25	0.9	5
2	Cc1csc(SCC(=O)Nc2cc([N+](=O)[O-])ccc2F)n1	.	-6	-0.3	.	i	-17	4	-0.6	.
3	CC(=O)N1N=C(N)SC12CCCC2	0.1	4	0.4	-1	-0.9	1	-24	-0.7	2
4	CC1=NN(c2cccc(C(=O)O)c2)C(=O)/C1=C\C=C/c1ccccc1	-0.9	19	-0.1	-7	-0.2	3	-7	.	-1
5	COc1ccccc1NC(=O)CN1CCN(C(=O)c2ccco2)CC1	1.0	-5	.	-11	0.2	-5	-14	-1.5	-1
6	Brc1ccc(COc2ncnc3ccccc23)cc1	1.1	4	1.4	-3	-0.5	14	-25	-1.0	-2
7	CN(CC(=O)NC1CCN(Cc2ccccc2)CC1)S(=O)(=O)c1ccc(Cl)cc1	14	7	-0.1	54*	i	-3	-5	-0.5	.
8	Cc1nc2nc(C)c(CCC(=O)NCc3ccc4c(c3)OCO4)c(C)n2n1	?	7	.	-3	-2.7	4	1	0.3	0
9	Cc1ccccc1N=Nc1c(O)n(C)c2ccccc12	-5.5	-4	0.7	8	-0.2	-4	-23	0.9	-2
10	CCc1nnc(NC(=O)CCN2C(=O)c3ccccc3S2(=O)=O)s1	-1.7	1	.	2	-0.3	0	-12	1.1	1
11	COc1cccc2c1Oc1ncccc1N(C(=O)CCC(=O)NCc1ccc(C)cc1)C2	0.1	4	2.7	-2	-0.3	-3	-7	0.7	-5
12	O=C(NNC(=O)c1ccc2ccccc2n1)c1ccc(O)cc1	-0.5	2	-1.7	4	i	-3	0	-1.5	.
13	COc1cccc(CN(Cc2ccco2)S(=O)(=O)c2ccc(S(=O)(=O)NCc3ccccc3)cc2)c1OC	-1.5	8	.	-9	-2.5	-3	-7	0.1	4
14	CCOC(=O)c1nc(Nc2ccc(OC)cc2)c2ccccc2n1	0.6	-10	.	0	-0.2	.	3	.	-1
15	Cc1ccc(OCC(=O)Nc2nnc(S(=O)(=O)N3CCCCCC3)s2)cc1C	0.3	9	3.1	0	-0.2	-4	-6	0.2	7
16	COc1ccccc1C(=O)N1CC2(C)CC1CC(C)(C)C2 (stereo unspecified)	-0.5	7	.	2	0.5	1	0	-0.8	-1
17	Cc1ccccc1Nc1nnc(SCc2cc([N+](=O)[O-])cc3c2OCOC3)s1	-0.3	24	0.9	0	0.5	.	5	0.6	2
18	CC(C)(Cc1ccccc1)NC(=O)C(=O)c1cn(CC(=O)N2CCOCC2)c2ccccc12	-0.6	?	0.6	-8	-0.8	-1	4	-0.7	6
19	CCSc1nc(N2CCOCC2)c2c(c1C#N)CC(C)(C)N(C)C2	1.3	5	.	-1	-0.7	-14	-7	-0.2	-3
20	COc1ccc([N+](=O)[O-])cc1NS(=O)(=O)Cc1ccccc1	-1.4	3	1.4	-4	2.9	1	-8	-1.5	-6

# Some values from above:
# For 3CLpro inhibitor, compound 14 is listed with -1
# For BoNT-A LC inh2, compound 16 is listed with -0.5
# For 3CLpro inhibitor, compound 10 is listed with 1
# For BoNT-A LC inh2, compound 13 is listed with -1.5

# New compounds follow.
nr	Compound	BoNT-A LC inh2	Yp Topo-I inh	TcdB inh	Anthrax LF prot	BH1578 lux ind	PrPC surface inh	SSB-PriA inh	PfHsp40 yeast	3CLpro inhibitor
21	CCc1ccc(N(C(=O)c2csnn2)C(C(=O)NC(C)(C)CC)c2ccccn2)cc1 (stereo unspecified)	0.0	3	-0.3	-8	-0.2	2	-9	0.3	1
22	Cc1cccc(C(=O)NC2CCN(C(=O)Nc3ccc(F)cc3)CC2)c1	2.9	11	2.1	0	-3.6	-2	-2	-0.9	-1
23	Cn1c(Cn2c(=O)sc3ccccc32)nnc1SCc1ccccn1	-0.5	1	.	0	-0.2	-3	0	-0.6	10
24	CC(C)C1C(=O)N(Cc2cn(CCC3OCCCO3)nn2)CCS(=O)(=O)N1Cc1ccc(-c2ccc(F)nc2)cc1 (stereo unspecified)	-0.4	18	0.2	5	i	-3	.	.	.
25	Fc1ccc(N=Cc2ccc[nH]2)cc1	0.3	-8	1.0	1	-0.9	4	3	-1.0	-5
26	Cc1cc(=O)oc2cc(OCC3CC(c4ccc(Cl)cc4)=NO3)ccc12 (stereo unspecified)	0.5	-3	.	-1	-0.2	7	1	0.4	2
27	CCn1cc(C(=O)OCC(=O)N2C(C)CCCC2C)c(=O)c2ccc(C)nc21 (stereo unspecified)	-0.7	6	0.2	-6	i	-2	-16	0.3	0
28	CC(C)C(=O)NC(NC(=S)Nc1ccc(S(N)(=O)=O)cc1)C(Cl)(Cl)Cl (stereo unspecified)	-0.5	-1	.	-2	-0.4	-1	-5	-0.8	-6
29	CCc1ccc(OCCOCC(O)CNC2CCCC2)cc1 (stereo unspecified)	-0.3	5	0.3	1	0.0	8	0	-1.2	-3
30	Nc1nncn1C(=O)CCCN1C(=O)c2ccccc2C1=O	1.1	6	.	0	-3.7	-2	7	-2.9	1
31	O=c1c2ccccc2ncn1-c1ccc([N+](=O)[O-])cc1[N+](=O)[O-]	-2.4	-4	0.9	-8	i	-26	-5	-0.1	-2
32	CCOC(=O)CSc1ccc(S(=O)(=O)N(C)C2CCCCC2)cc1[N+](=O)[O-]	0.3	7	1.1	-5	-1.7	-4	19	3.1	-1
33	Cc1ccccc1CS(=O)(=O)c1nnc([C@H](Cc2ccccc2)NC(=O)OC(C)(C)C)o1	-0.5	27	2.5	-2	-3.3	14	-22	?	5
34	c1ccc(-c2nc(NCC3CCCO3)c3oc4ccccc4c3n2)cc1 (stereo unspecified)	?	6	.	-3	2.0	-6	-9	4.8	1
35	CCCC12CN3CN(C1)CC(CCC)(C3)C2O (stereo unspecified)	0.0	-1	.	-2	0.7	-1	2	-0.6	-4
36	Cc1cc(O)c(C=O)c2c1C(=O)Oc1c(CO)c(O)c3c(c1O2)C(O)OC3=O (stereo unspecified)	-0.9	-10	.	-10	-0.5	.	13	161*	-5
37	Cc1cccc(N2C(=S)N=C(Nc3c(C)cccc3C)C23CCOC(C)(C)C3)c1 (stereo unspecified)	-0.2	12	.	-2	-1.0	9	-10	7.1	-7
38	CC1CCCC(NC(=O)c2cc(S(=O)(=O)N3CCCCC3)c[nH]2)C1C (stereo unspecified)	-0.8	1	1.2	-6	-0.4	2	.	.	.
39	O=C(COC(=O)/C=C/c1ccccc1[N+](=O)[O-])NNC(=O)c1ccc(F)cc1	1.1	-12	1.4	-5	2.9	4	-8	-3.2	.
40	COc1ccc(-c2oc3ccccc3c2C(=O)OCc2ccccc2OC)cc1	0.4	-9	1.3	1	-5.0	-3	-10	-1.2	1

# Single records, from the list above.
# O=c1c2ccccc2ncn1-c1ccc([N+](=O)[O-])cc1[N+](=O)[O-] reads BoNT-A LC inh2: -2.4; Yp Topo-I inh: -4; TcdB inh: 0.9; Anthrax LF prot: -8; BH1578 lux ind: i; PrPC surface inh: -26; SSB-PriA inh: -5; PfHsp40 yeast: -0.1; 3CLpro inhibitor: -2
# CCc1ccc(OCCOCC(O)CNC2CCCC2)cc1 (stereo unspecified) reads BoNT-A LC inh2: -0.3; Yp Topo-I inh: 5; TcdB inh: 0.3; Anthrax LF prot: 1; BH1578 lux ind: 0.0; PrPC surface inh: 8; SSB-PriA inh: 0; PfHsp40 yeast: -1.2; 3CLpro inhibitor: -3
# CCCC12CN3CN(C1)CC(CCC)(C3)C2O (stereo unspecified) reads BoNT-A LC inh2: 0.0; Yp Topo-I inh: -1; TcdB inh: .; Anthrax LF prot: -2; BH1578 lux ind: 0.7; PrPC surface inh: -1; SSB-PriA inh: 2; PfHsp40 yeast: -0.6; 3CLpro inhibitor: -4

# (list continues)
nr	Compound	BoNT-A LC inh2	Yp Topo-I inh	TcdB inh	Anthrax LF prot	BH1578 lux ind	PrPC surface inh	SSB-PriA inh	PfHsp40 yeast	3CLpro inhibitor
41	COc1ccc(NC(=O)CSc2nnc(-c3cccs3)n2Cc2ccco2)cc1OC	0.2	25	.	-5	-0.5	4	0	-0.6	4
42	CC(=O)c1nn(-c2ccc(Br)cc2)cc1C(=O)c1ccccc1	-0.4	-14	.	2	-0.2	-3	-8	11	-2
43	COCCN1CCN(Cc2cn(C)nc2-c2ccc(Oc3ccccc3)cc2)CC1	0.4	14	0.1	-6	i	1	-8	0.7	0
44	CCC(C)C12CN3CCN(CC(C)(C3)C1=O)C2 (stereo unspecified)	0.7	-5	.	2	3.1	-4	-7	-0.9	-3
45	CC1CCc2nn(CC(=O)NCCC3=CCCCC3)cc2C1 (stereo unspecified)	0.9	10	0.3	-2	-0.1	-5	-3	0.1	0
46	O=C(Oc1ccccc1Cl)c1ccc2c(=O)n3c(nc2c1)CCC3	-1.5	4	6.5	0	i	-3	-10	-0.4	.
47	COc1ccc(-c2cc(C3CC3)nc(N)c2C#N)cc1	-3.5	5	-1.0	-10	i	-2	-5	4.3	2
48	COc1ccccc1N1CCN(Cc2ccc3c(c2)OCO3)CC1	?	3	0.7	-15	-0.6	-5	-7	-1.5	.
49	COC(=O)c1ccc(N2CCC(c3cc(-c4ccc(OC)cc4)n[nH]3)CC2)c([N+](=O)[O-])c1	-1.8	7	.	-5	i	-18	9	1.0	8
50	Cc1ccc(CN(C)C(=O)c2ccccc2Oc2ccccc2)o1	2.8	-4	.	-2	i	0	-5	1.4	4
51	CCOC(=O)c1c(NC(=O)c2ccc(S(=O)(=O)N3CCOCC3)cc2)sc2c1CCN(C(C)C)C2	-1.4	36	0.1	-6	i	2	-4	0.5	-6
52	Cc1ccc([C@H]2N[C@]3(CCCN(Cc4ccc(Cl)cc4)C3=O)[C@H]3C(=O)N(Cc4ccccc4)C(=O)[C@@H]23)cc1	0.0	8	-0.4	-3	1.1	-1	.	.	.
53	CC(C)CC(=O)N=C1SC2CS(=O)(=O)CC2N1Cc1ccccc1 (stereo unspecified)	-0.1	3	-5.0	-1	-0.4	2	-18	0.5	0
54	Cc1nn(-c2ccccc2)c(OC(=O)c2cccs2)c1S(=O)(=O)c1ccccc1	0.1	6	.	-1	i	4	-7	-0.2	1
55	Cn1c(=O)cc(OCCCC(=O)NCc2ccco2)c2ccccc21	-1.8	15	.	-2	i	1	2	1.4	-6
56	CCOc1ccc2nc(NS(=O)(=O)c3ccc(NC(C)=O)cc3)sc2c1	-0.3	1	.	-4	7.5	4	-13	-1.2	6
57	CCc1cc(C(=O)O)c(NC(=O)/C=C/c2ccc(OC)c(OC)c2)s1	0.1	5	-8.9	-3	i	-10	-6	0.3	6
58	CCOc1ccccc1C(=O)Nc1cc(C)ccc1NC(=O)c1ccco1	-1.7	20	0.3	-3	2.5	3	5	-0.3	2
59	Cc1cc(C(=O)COC(=O)c2n[nH]c3ccccc23)c(C)n1C	0.2	16	.	5	2.5	0	-7	0.3	3
60	Cc1noc(C)c1C(=O)Nc1ccc(Cl)cc1C(F)(F)F	-1.0	-7	1.0	-7	2.6	.	-7	0.4	1
61	Cc1nc(C)n(CCNS(=O)(=O)c2ccc(C)c(C)c2)n1	-1.2	-7	-4.1	1	0.1	3	-18	1.8	-2
62	CC(C)CCn1c(SCc2ccc(Cl)cc2)nc2c1c(=O)[nH]c(=O)n2C	0.0	5	.	-6	-2.2	9	-3	2.7	8
63	Cc1noc(C)c1CC(=O)NC1CC(C)(C)Cc2c1cnn2-c1ccccc1 (stereo unspecified)	0.4	3	0.1	0	-0.8	2	0	-1.1	0

# Compound activity: PubChem, several laboratories

# The list is partial. The share of hits here may be higher or lower than overall.
